PPC-1+TRAIL kill = compounds killing PPC-1 cancer cells with TRAIL present, primary screen, TRAIL potentiator project, ATPLite luminescence, uHTS; PPC-1 cells + TRAIL, ATPLite viability luminescence; cell killing (% activity), % at 4 µM; actives 0.41% (n = 220,000); AID 1443, 2008;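 active = cell killing above 50% in the first pass at 4 µM, then a duplicate retest at 5 µM averaging 50% or more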;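 also: plate controls were cells with TRAIL plus DMSO for no effect and medium-only wells lacking cells for full effect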
BaF3 tox = parental Ba/F3 cell viability inhibition, counter-screen for JAK2V617F inhibitor project, murine pro-B, CellTiter-Glo luminescence. CellTiter-Glo ATP luminescence. inhibition, % at 5.6 µM. actives 1.1% (n = 220,000). AID 1486, 2009;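 active = inhibition above a per-campaign cutoff, the mean inhibition of all tested compounds plus 3 SD, cut at about 27% in these data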;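 also: 0% = DMSO wells and 100% = JAK Inhibitor I control wells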
Wee1 degr inh = Wee1 degradation inhibitors, primary screen, cell-based, HeLa, Wee1K328M-luciferase, luminescence. actives 1.2% (n = 220,000). HeLa Luc-Wee1K328M stability; 100% = proteasome inhibitor MG132 effect. reporter increase, % at 5 µM. Wee1-like protein kinase (Homo sapiens), P30291;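 active = activation above the mean of all tested compounds plus 3 SD, set per screening run, cut at about 8.8% in these data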;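 also: cells exposed to compound for 20 h before luminescence read; 0% = DMSO alone and 100% = MG132 at 30 µM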
Target sequence (P30291 whole entry K328M): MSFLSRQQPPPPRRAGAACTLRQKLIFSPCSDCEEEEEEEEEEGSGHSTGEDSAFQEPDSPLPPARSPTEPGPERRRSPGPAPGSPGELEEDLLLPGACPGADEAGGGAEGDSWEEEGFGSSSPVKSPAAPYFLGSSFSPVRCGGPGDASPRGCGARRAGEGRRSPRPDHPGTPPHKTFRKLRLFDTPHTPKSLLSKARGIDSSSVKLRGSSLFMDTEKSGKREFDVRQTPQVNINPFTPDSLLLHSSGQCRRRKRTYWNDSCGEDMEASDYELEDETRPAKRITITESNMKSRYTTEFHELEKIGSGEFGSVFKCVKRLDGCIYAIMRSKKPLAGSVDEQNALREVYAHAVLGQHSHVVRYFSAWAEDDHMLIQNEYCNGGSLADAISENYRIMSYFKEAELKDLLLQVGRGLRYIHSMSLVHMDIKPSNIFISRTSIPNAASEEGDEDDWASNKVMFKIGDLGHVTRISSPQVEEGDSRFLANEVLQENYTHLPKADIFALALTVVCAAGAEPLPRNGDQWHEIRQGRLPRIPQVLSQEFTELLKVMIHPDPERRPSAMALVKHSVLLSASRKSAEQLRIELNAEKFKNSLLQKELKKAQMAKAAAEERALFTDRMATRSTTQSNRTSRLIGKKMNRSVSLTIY
Ba/F3 V617F tox = reduced viability of JAK2V617F-dependent Ba/F3 cells, primary screen, JAK2V617F inhibitor project, cell-based, Ba/F3 EpoR-JAK2V617F, luminescence; ATP luminescence; actives 1.1% (n = 220,000); inhibition, % at 5.6 µM;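 active = inhibition above the campaign mean plus 3 SD over all tested compounds, cut at about 24% in these data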;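 also: cytokine-independent growth of Ba/F3 cells driven by EpoR plus mutant JAK2; 0% = DMSO-treated cells and 100% = JAK inhibitor I control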
TRPML3 ag = human TRPML3 channel agonists, primary screen, cell-based, HEK293 TRPML3-YFP, Fluo-8 calcium fluorescence, 3 µM. Mucolipin-3 (Homo sapiens), Q8TDD5. 100% = the carbachol control signal. activation, % at 3 µM. actives 0.29% (n = 220,000);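 active = activation above its plate's cutoff, the mean activation of the plate's test wells plus 3 SD, cut at about 12% in these data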;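 also: 0% = DMSO only wells and 100% = carbachol wells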
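Material: HEK293 cells stably carrying human TRPML3-YFP; compound dosing: single dose, 3 µM final nominal compound, 0.3% DMSO final; incubation: 1-h 37 °C dye load, 5-s basal, 120-s post-compound reads; technique: Fluo-8 intracellular calcium fluorescence, excitation 470-495 nm, emission 515-575 nm; read-out basis: percent activation from peak-to-basal fluorescence ratio, scaled between DMSO and carbachol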
CHOP inhibitor = inhibitors of CHOP promoter induction, primary screen, cell-based, unfolded protein response, luciferase reporter | CHO-K1 CHOP-promoter luciferase, tunicamycin-induced, 15-18 h | inhibition, % at 10 µM | actives 3.8% (n = 220,000);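 active = compounds that reduced the stress-induced luciferase reporter signal by more than about 70% of percent inhibition, limit read from the data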;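 also: 0% = tunicamycin plus vehicle and 100% = wells without tunicamycin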
TRPN1 ag = zebrafish TRPN1 channel agonists, primary screen, cell-based, HEK293, calcium fluorescence; activation, % at 3 µM; AID 1424, 2008; HEK293 zebrafish TRPN1-YFP, Fluo-8 calcium fluorescence; 100% = response to 87 µM carbachol; actives 0.18% (n = 220,000);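 active = activation above its plate's cutoff, the mean activation of test wells on that plate plus 3 SD, cut at about 19% in these data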;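 also: 0% = DMSO alone and 100% = 87 µM carbachol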
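Material – zebrafish TRPN1-YFP in HEK293 cells · Doses – 3 µM single point · Schedule – dye 1 h 37 °C plus 30 min RT · Signal – Fluo-8 calcium fluorescence, excitation 470-495 nm, emission 515-575 nm · Read-out – % activation versus carbachol response · Control set – carbachol high, DMSO low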
TNF necrop inh = inhibitors of TNF-alpha triggered necroptosis, primary screen, cell-based, Jurkat FADD-/-, single concentration; activation (protection from cell death), % at 10 µM; Jurkat FADD-/- TNF necroptosis rescue, ATP luminescence, 24 h; 0 = TNF only, 100 = no-TNF cells; actives 0.068% (n = 220,000);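 active = activation, meaning protection from cell death, of at least 50% relative to plate controls; inactive = activation below 50%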;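 also: necroptosis triggered by 40 ng/mL TNF-alpha added together with compound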
RBBP9 inhibitor = human RBBP9 inhibitors, primary screen, biochemical, fluorescence polarization, FP-Rh probe, HTS; Serine hydrolase RBBP9 (Homo sapiens), O75884; recombinant RBBP9; inhibition, % at 7.94 µM; actives 0.2% (n = 220,000); AID 1515, 2009;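 active = inhibition above the campaign mean of all tested compounds plus 3 SD, cut at about 14% in these data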;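 also: plate controls were DMSO wells with RBBP9 for no effect and wells lacking RBBP9 protein for full effect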
Target sequence (O75884 whole entry, looked up): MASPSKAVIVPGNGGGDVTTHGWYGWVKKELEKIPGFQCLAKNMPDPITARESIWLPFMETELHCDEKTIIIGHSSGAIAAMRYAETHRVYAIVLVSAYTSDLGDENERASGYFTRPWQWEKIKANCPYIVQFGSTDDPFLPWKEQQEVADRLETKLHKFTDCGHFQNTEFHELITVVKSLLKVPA
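Test system: recombinant human RBBP9. Quantity: 2.5 µM RBBP9 dispensing solution, before mixing. Detection: FP readout at 525/598 nm. Reagent: Serine-hydrolase probe FP-Rh, 375 nM pre-mixing. Measure: % inhibition. Control set: DMSO-treated enzyme wells and wells lacking RBBP9. Buffer or medium: Tris-NaCl-Pluronic buffer, pH 8.0. Times: preincubation 30 min plus labeling 45 min at 25 °C.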
Starred values were filed as active, the others as inactive; / = not tested or not shown; & = joins results of further samples. Hits appear at their usual frequency (roughly 6.8% active in at least one column).

SMILES	PPC-1+TRAIL kill	BaF3 tox	Wee1 degr inh	Ba/F3 V617F tox	TRPML3 ag	CHOP inhibitor	TRPN1 ag	TNF necrop inh	RBBP9 inhibitor
O=C1CC(N2CCN(c3ccccn3)CC2)C(=O)N1c1ccc(Cl)cc1 (configuration not stated)	-8.4	12.1	-0.2	4.4	-0.1	-3.4	1.1	0.4	-6.3
C=CCNC(=O)NC(=O)COC(=O)/C=C/c1cccc([N+](=O)[O-])c1	18.8	7.9	-0.1	2.3	1.2	8.0	1.5	-1.2	0.1
O=C(CSc1n[nH]c(=O)n1C1CC1)Nc1ccc(Cl)c(Cl)c1	-9.0	-3.8	2.5	-0.3	0.3	2.0	1.3	5.7	-6.5
COc1ccc(-c2[nH]ncc2CN2CCC(OCc3ccccc3)CC2)c(F)c1	-2.1	4.3	-2.3	1.0	-0.1	16.1	0.9	2.7	-5.2
c1ccc2nc3c(cc2c1)CCCCC3	2.8	-1.4	-1.7	-4.5	0.1	-6.9	0.8	3.7	3.5
CCCOc1ccccc1C1CC(=O)NC(C)=C1C(=O)OCC(C)C (configuration not stated)	8.4	3.6	1.3	1.8	-0.7	99.1*	-2.1	-3.7	-6.5
CC1CCC(NCC(=O)Nc2cccc(S(N)(=O)=O)c2)CC1 (configuration not stated)	14.6	8.3	1.9	3.9	0.6	9.3	-0.6	0.6	-6.5
CC(=O)c1cc(C#N)c(SCCC(C)C)nc1C	-2.0	-1.4	-3.8	-5.7	-0.6	52.8	-1.8	-0.1	1.3
O=C(CCC(=O)Nc1ccccc1Cl)N/N=C1\CCCc2ccccc21	0.7	8.7	1.1	2.1	0.1	11.8	-1.5	0.8	-9.9
Cc1ccc(NC(=O)CCCN2C(=S)NC(C)(C)CC2C)cc1 (configuration not stated)	-2.5	1.6	3.4	-3.3	-0.8	12.7	-0.6	0.4	-4.2
O=C(Cc1cccc2ccccc12)Nc1nnc(-c2cccc([N+](=O)[O-])c2)s1	-5.1	-3.4	2.3	-6.0	0.6	3.0	1.5	5.1	-9.6
O=C(Cn1nnc2ccccc2c1=O)Nc1cccc(S(=O)(=O)N2CCOCC2)c1	31.7	11.1	0.0	5.6	0.7	-1.9	1.1	0.2	-7.4
C/C(N)=C(/C#N)C(=O)CSc1cc(Cl)ccc1Cl	3.2	1.1	1.2	0.5	0.4	14.2	2.0	1.5	-5.2
CCCCOc1ccc(C2C(C(=O)c3ccc(C)o3)=C(O)C(=O)N2CC2CCCO2)cc1 (configuration not stated)	29.5	3.2	1.8	-3.7	0.5	39.6	-2.4	1.5	3.0
O=C(O)c1cc([N+](=O)[O-])ccc1NCc1ccccc1	19.5	4.0	-2.1	0.3	0.6	4.1	1.0	1.0	3.2
CCOc1ccc(-n2c(N)c(C(=O)NCc3cccnc3)sc2=S)cc1	20.4	2.5	2.7	2.4	0.4	6.2	-0.2	0.3	-6.4
CCc1ccc(NC(=O)N(CCN2CCOCC2)Cc2ccc3c(c2)CCCN3CC)cc1	4.0	7.1	-2.7	2.1	0.3	23.9	0.1	1.0	4.0
OCCC1CN(Cc2nc3ccc(F)cc3[nH]2)CCN1C1CCCC1 (configuration not stated)	9.5	-0.3	6.7	6.0	0.3	7.8	3.0	1.6	2.9
Cc1cc(-c2ccccc2C(=O)NCc2ccccc2)on1	14.8	0.2	-0.1	-2.4	0.2	15.3	-0.5	-1.8	-3.7
CCCNC(=O)c1c(Cl)cnn1-c1ccc(C)cc1	7.2	-0.1	1.3	-1.5	-0.4	-9.5	0.2	1.5	4.5
COc1ccc(C2N(c3ccc(Cl)cc3)N=C(C(C)=O)N(C)N2C(C)=O)cc1 (configuration not stated)	-7.8	1.6	2.4	0.2	0.0	53.2	-0.8	0.5	9.1
O=C(O)CCCCCNC(=O)c1ccc(C(=O)NCCCCCC(=O)O)cc1	4.6	-0.3	-2.8	-1.1	0.6	-1.6	-0.3	1.1	-9.7
CN(C)c1c(N)c(=O)oc2ccccc12	13.8	6.7	1.9	1.8	0.2	7.6	1.9	0.0	-6.0
Cc1ccc(C)c(C(=O)CC2(O)C(=O)N(C)c3ccccc32)c1 (configuration not stated)	22.1	3.9	1.2	-2.2	0.5	29.6	0.8	0.8	-0.1

The closing two entries of the part before lead into the next:
SMILES	PPC-1+TRAIL kill	BaF3 tox	Wee1 degr inh	Ba/F3 V617F tox	TRPML3 ag	CHOP inhibitor	TRPN1 ag	TNF necrop inh	RBBP9 inhibitor
CN(C)c1c(N)c(=O)oc2ccccc12	13.8	6.7	1.9	1.8	0.2	7.6	1.9	0.0	-6.0
Cc1ccc(C)c(C(=O)CC2(O)C(=O)N(C)c3ccccc32)c1 (configuration not stated)	22.1	3.9	1.2	-2.2	0.5	29.6	0.8	0.8	-0.1
CCCCCN(C(=O)NC(=O)NCCCC)S(C)(=O)=O	4.2	1.6	4.3	-3.6	0.8	42.2	0.4	-0.9	-2.7
O=C(CCl)N(c1ccccc1)c1ccccc1	-6.3	4.7	-1.7	14.5	0.6	-35.6	-0.3	-16.0	0.5
CN1CCN(C2=Nc3ccccc3Oc3ccc(Cl)cc32)CC1	-13.5&6.4	6.7&-0.9	-3.5&2.2	-1.0&-2.0	1.0&0.9	-6.3&-10.9&-2.5	-1.0&-0.2	0.5	-3.6&-5.0
CCn1cc(C(=O)O)c(=O)c2cc(F)c(N3CCN(C(=S)NC(=O)c4ccccc4Cl)CC3)cc21	1.2	-0.2	0.1	-4.6	1.1	-5.2	1.2	1.9	-9.6
Cc1cc(C)c(NC(=O)CO/N=C2\CCCc3nonc32)c(C)c1	7.9	8.7	5.4	0.2	0.0	17.0	-0.5	2.6	5.8
CC(=O)c1ccc(OCc2ccc(Oc3c(Cl)cccc3[N+](=O)[O-])cc2)cc1	11.5	0.3	-0.2	-2.7	0.8	28.7	-0.4	1.2	-12.3
CCN(C(=O)COC(=O)c1cnc(C)cn1)C1CCCCC1	9.8	5.5	-0.5	-1.6	0.7	33.0	1.2	-5.3	-4.6
Cc1ccc2[nH]c(=O)c(CN(Cc3cccnc3)Cc3nnnn3CC3CCCO3)cc2c1 (configuration not stated)	9.4	-0.8	-0.7	1.6	-0.2	-3.3	1.4	0.6	-6.2
O=C(CSc1n[nH]c(=O)[nH]c1=O)c1ccc(Cl)cc1Cl	-6.5	-2.4	2.6	0.1	0.0	-4.2	-0.3	0.0	-1.1
CNS(=O)(=O)c1ccc(N=Cc2c(C)[nH]n(-c3ccc(C)cc3C)c2=O)cc1	18.5	12.8	2.4	3.4	0.6	5.6	0.2	0.5	-3.7
CCc1c(C)c2c(C)nn(-c3ccccc3)c2oc1=O	1.8	3.2	0.6	-1.8	0.2	27.0	-0.7	-2.0	-6.5
CSc1sc(C)cc1/C=N/O	25.1	2.9	6.7	-4.8	-1.9	14.8	-2.6	-1.4	-7.0
CCCCN(Cc1ccccc1)C(=O)c1cnc2n(c1=O)CCS2	9.3	1.1	1.4	0.2	0.1	-5.3	-1.7	0.6	2.4
CN(C)S(=O)(=O)c1cccc(-c2csc(=Nc3ccccc3)n2CCCN2CCOCC2)c1	12.7	-0.5	1.7	5.1	1.2	18.8	-0.5	0.4	2.9
COc1cccc(-c2cc(-c3cccnc3)nc(N)c2C#N)c1	-0.7	-2.8	-0.2	2.1	-0.7	6.1	-0.2	0.5	-8.8
O=C(Nc1cccc(C(=O)O)c1)/C(=C\c1ccccc1)NC(=O)c1ccccc1	28.5	0.7	-2.2	1.2	0.6	12.6	0.1	0.8	1.7
O=C(CCC1CCCN(Cc2ccc3c(c2)OCCO3)C1)NCc1ccc(F)c(F)c1 (configuration not stated)	8.0	7.6	1.9	0.9	0.7	-6.1	-1.1	1.1	-1.5
CCOc1cc(/C=N/Nc2nc(-c3cccs3)c(NC(C)=O)s2)ccc1O	3.9	-2.3	2.1	0.3	0.6	0.6	1.5	-8.5	2.5
O=S(=O)(Nc1ccc(S(=O)(=O)Nc2cccc3ccccc23)cc1)c1ccccc1	1.2	4.9	-1.8	-3.3	0.6	-13.7	1.3	1.9	1.5
O=C(NC(=S)Nc1cccc(C(F)(F)F)c1)c1csnn1	9.9	4.2	0.1	4.4	-0.8	15.5	-0.1	-1.6	-3.4
Cn1c2ccccc2c2nnc(NN)nc21	-18.9	-0.1	-0.9	2.0	2.5	-7.4	1.8	3.4	5.9
COc1ccc2nc(NC(=O)CCNS(=O)(=O)c3ccc4c(c3)oc(=O)n4C)sc2c1	1.6	8.8	-0.2	-3.4	0.6	5.0	1.2	1.0	3.0
COC(=O)c1cc(OC)c(OC)cc1NC(=O)c1oc2ccccc2c1C	/	5.3	2.2	-0.6	0.6	/	0.7	1.0	-3.8
NC(=O)c1cccnc1Oc1cccc(Cl)c1	19.4	-0.1	0.5	0.3	0.6	-6.9	0.6	-2.5	-5.4
COCCOc1cc(NC(=O)c2ccccc2)c(Cl)cc1Cl	-13.3	-0.7	-0.3	-3.0	-0.3	-18.6	-1.1	0.5	-3.0
CCC(C)n1cnc2c(c1=O)c1nc3ccccc3nc1n2Cc1ccc(OC)cc1 (configuration not stated)	-3.0	7.3	-2.0	-0.9	1.5	59.9	0.6	-12.3	-1.6
COc1ccc(CCNC(=O)c2cc(-c3ccccc3)on2)cc1OC	7.9	9.8	0.7	4.7	-0.7	36.0	0.2	-8.3	-1.1
NC(=O)CSc1nnc(-c2cccnc2)n1Cc1ccccc1	19.4	2.4	-0.9	-0.6	-0.1	-11.4	0.0	-1.5	5.7
O=C(CN(c1ccc(F)cc1)S(=O)(=O)c1ccccc1)NCCSC1CCCCC1	3.3	-2.6	-0.1	-5.5	0.5	27.2	-1.7	1.6	-1.4
CCOC(=O)CC(NC(=O)c1ccc(C)cc1)c1ccc(OC)cc1 (configuration not stated)	25.9	8.4	1.8	-0.6	-0.1	24.4	-0.1	7.1	-3.8
CC(=O)Nc1ccc(S(=O)(=O)NC2(C(F)(F)F)NC(=O)N(C3CCCC3)C2=O)cc1 (configuration not stated)	-9.2	1.8	-1.9	-1.9	1.0	23.7	-0.3	0.7	-1.7
